Source: PubChem
TDP43 rescue: TDP-43 toxicity inhibition in yeast; Potency, µM (series often up to 46.1 µM), inactives show at the highest dose growth rescue (activation), hits mostly activators; TDP-43 expressing yeast growth rescue, BacTiter-Glo, 24 h; 410,000 compounds, 1.8% hits; further: potency means the concentration at half of the fitted maximal effect; % of control where 0% means no effect; nearly all actives have a fitted effect of over 50% in size
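Galactose-induced TDP-43 yeast, OD600=0.02, compound pinned; 24 hr, 30 deg C; BacTiter-Glo luminescence for growth. Inhibitors of TDP-43 toxicity read as activators.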
PTHR1 agonist: PTHR1 (human) receptor agonism; 410,000 compounds, 0.075% hits; Potency, µM (top dose mostly 115 µM), for inactives: at the highest dose activation, most hits filed as activators; HEK293 GP2 PTHR1 cells, GloSensor cAMP luminescence, 1 h; Q03431; further: potency means the concentration at half of the fitted maximal effect; nearly all actives have a fitted effect of over 55% in size; some results filed as inactive show a strong effect at the top dose; inactives centre near -15; many of its hits are not listed in these tables
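HEK-293-derived GP2 cells expressing PTHR1 and a GloSensor cAMP reporter, 3,000/well, plated overnight, given luciferin plus IBMX (each 0.5 mM as added) for 1 h at 37 °C, then compound for 1 h at 37 °C. Luminescence was read after 15 min at room temperature.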
GLP-1R agonist: activates the human GLP-1 receptor | HEK293 GLP-1R CRE-luciferase, luminescence, 4-6 h; cells express a hypersensitive GLP-1R form | Potency, µM (highest dose often 45.6 µM), without a hit: top-dose activation, usual class: activators | 380,000 compounds, 0.007% hits | AID 624172; further: potency means the concentration at half of the fitted maximal effect; % of control where 0% means no effect
Target sequence (P43220 whole entry, looked up): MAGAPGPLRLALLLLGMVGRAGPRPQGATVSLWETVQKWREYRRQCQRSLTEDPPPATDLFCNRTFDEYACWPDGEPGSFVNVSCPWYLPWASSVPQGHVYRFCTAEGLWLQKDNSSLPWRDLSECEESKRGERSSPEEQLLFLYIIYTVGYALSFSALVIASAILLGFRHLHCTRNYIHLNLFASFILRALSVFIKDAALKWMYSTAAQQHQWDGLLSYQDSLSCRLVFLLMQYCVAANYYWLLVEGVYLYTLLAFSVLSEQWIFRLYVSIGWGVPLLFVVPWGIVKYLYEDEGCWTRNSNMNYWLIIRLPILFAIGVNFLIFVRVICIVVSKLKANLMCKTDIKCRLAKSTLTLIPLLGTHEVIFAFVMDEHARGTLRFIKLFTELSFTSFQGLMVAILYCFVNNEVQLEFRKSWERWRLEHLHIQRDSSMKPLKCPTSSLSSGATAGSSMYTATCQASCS
Abeta yeast res: compounds reversing amyloid beta toxicity in yeast | Potency, µM (doses to about 46.1 µM), for the others: at the highest dose growth rescue, actives largely listed as activators | 410,000 compounds, 0.063% hits | AID 1347071 | yeast expressing A-beta42, growth rescue, OD600, 48 h; response scale: 0% DMSO, 100% iron-clioquinol control; further: potency means the concentration at half of the fitted maximal effect; nearly all actives have a fitted effect of over 55% in size
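Yeast growth medium received pinned compounds, then yeast cells expressing toxic A-beta were added; plates incubated at 30 C for 48 hr. Growth read as absorbance at 600 nm, normalized to DMSO and equimolar FeCl3 plus clioquinol controls.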
aSyn rescue: inhibitors of alpha-synuclein toxicity in yeast. Yeast expressing alpha-synuclein, growth rescue, BacTiter-Glo, 24 h. Potency, µM (top dose mostly 46.1 µM), for inactives: top-dose growth rescue (activation), hits mostly activators. 370,000 compounds, 0.14% hits. AID 652106; further: potency means the concentration at half of the fitted maximal effect; % of control where 0% means no effect; nearly all actives have a fitted effect of over 65% in size
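Readout is rescue of growth in alpha-synuclein-expressing yeast, so inhibitors of toxicity appear as activators. Growth after 24 hr at 30 deg C in galactose medium is quantified by luminescence.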
D3 antag: blocks the human D3 dopamine receptor; max response, negative = inhibition, %; 360,000 compounds, 2.5% hits; P35462; D3R cells, DiscoveRx beta-arrestin luminescence, antagonist mode; active compounds read low; AID 652054; in the data active means max response below about -50%; inconclusive means no clear call, values can overlap the other calls; further: on the % scale 0 is the no-effect control and ±100 the full control effect; mostly tested at two doses, the higher about 12 µM
Target sequence (P35462 whole entry, looked up): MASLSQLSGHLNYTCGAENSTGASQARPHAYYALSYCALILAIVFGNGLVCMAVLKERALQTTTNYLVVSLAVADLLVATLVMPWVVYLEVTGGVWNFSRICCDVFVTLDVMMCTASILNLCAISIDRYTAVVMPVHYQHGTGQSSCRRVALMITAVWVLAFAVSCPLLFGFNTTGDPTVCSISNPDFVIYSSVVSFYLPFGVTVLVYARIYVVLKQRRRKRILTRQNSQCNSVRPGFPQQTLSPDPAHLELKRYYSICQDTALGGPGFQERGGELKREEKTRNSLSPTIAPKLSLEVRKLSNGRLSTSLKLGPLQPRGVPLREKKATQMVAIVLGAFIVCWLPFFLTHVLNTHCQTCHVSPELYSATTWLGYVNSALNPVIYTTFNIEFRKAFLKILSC
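Cells plated overnight at 1500 cells/well, then exposed to library compounds with dopamine controls for 90 minutes at 37 degrees C. DiscoveRx reagent added for 30–60 minutes at room temperature; luminescence read, quantitative HTS format.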
pAkt inh: inhibitors of Akt phosphorylation; Neuro2A IGF-stimulated pAkt S473 HTRF, 20 min; active compounds read low; activity change, % for hits at 50 µM; 360,000 compounds, 0.32% hits; in the data active means activity change below about -80%; inconclusive means mostly about -51% to -80%; further: on the % scale 0 is the no-effect control and ±100 the full control effect
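Neuro2A cells in DMEM with 0.5% FBS, overnight at 37 deg C, given compound at single 50 µM final, then IGF (6 nM final) for 20 min at 37 deg C. Lysed; phospho-Akt Ser473 by HTRF after 24 h, 665/615 ratio.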
GLP1R inv ag: inverse agonists of human GLP-1 receptor. 410,000 compounds, 1.6% hits. AID 624417. P43220. Potency, µM (highest dose often 38.3 µM), without a hit: top-dose activity change, negative = inhibition, hits mostly inhibitors. HEK293 GLP-1R CRE-luciferase, luminescence, 24 h; GLP-1R form is constitutively active; further: potency means the concentration at half of the fitted maximal effect; on the % scale 0 is the no-effect control and ±100 the full control effect; nearly all actives have a fitted effect of over 55% in size
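Luminescence readout: a drop in cAMP-driven luciferase signal flags inverse agonism at a constitutively active GLP-1R stably expressed in HEK293. Compound exposure lasted 24 hr at 37 deg C, 5% CO2.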
FUS suppressor: suppressors of FUS proteinopathy in yeast | S. cerevisiae FUS-expressing, growth rescue, OD600, 24 h | Potency, µM (top dose mostly 76.6 µM), for inactives: at the top dose growth rescue (activation), actives largely listed as activators | 390,000 compounds, 0.24% hits;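 further: potency means the concentration at half of the fitted maximal effect; plate controls were DMSO vehicle for no effect and reference control for full effect; nearly all actives have a fitted effect of over 55% in size; some results filed as inactive show a strong effect at the top dose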
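Yeast expressing FUS under galactose induction, OD 0.005 in 2% galactose medium; compounds in a dilution series, 24 h at 30C. Growth rescue by absorbance at 600 nm; CP55940 positive control, DMSO negative.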
Starred values were filed as active, the others as inactive; i = inactive; ? = inconclusive; . = not tested or not shown; [ ] = dose if it differs, or a comment. Unless noted, the call rests on the fitted dose curve; in most records, active means well fitted curve in the direction sought with a large enough effect; inconclusive means small, poorly fitted or top-dose-only effect, or another doubt; inactive means no such curve, though single readings can be large; an effect the other way counts as inactive or inconclusive.

Start of the listing, in advance, 6 compounds:
Values run as follows: PTHR1 agonist	GLP1R inv ag	FUS suppressor	aSyn rescue	TDP43 rescue	D3 antag	Abeta yeast res	pAkt inh	GLP-1R agonist
- COc1c(OC)c2[nH]c(=O)cc3c4ccccc4n(c1=O)c23
    i	7%	-28%	2%	5%	15	-1%	i	-5%
- O=C(C[n+]1ccccc1)N/N=C/c1ccc(Br)cc1
    13%	-3%	2%	4%	22%	5	-3%	i	-3%
- O=C(COC(=O)Cc1cccs1)NCC(=O)Nc1ccc(F)cc1
    i	6%	-10%	3%	0%	12	-1%	i	9%
- CCOc1ccc(NS(=O)(=O)c2cc(C(=O)N(CC)CC(=O)NCc3cccs3)ccc2C)cc1
    i	-12%	30%	2%	-7%	-25	-7%	i	-5%
- CCOC(=O)c1ccc(NC(=O)CSc2nnc(C3CCCCC3)n2C)cc1
    -14%[57.5 µM]	?	?	0%	-24%	3	-3%	i	-1%
- CC1(C)CC(=O)C2=C(C1)Nc1cc(C(=O)c3ccccc3)ccc1NC2c1ccccn1 (configuration not stated)
    i	-2%	.	2%	-6%	-1	0%	i	0%

All compounds of this part, from the first entry:
Values run as follows: PTHR1 agonist	GLP1R inv ag	FUS suppressor	aSyn rescue	TDP43 rescue	D3 antag	Abeta yeast res	pAkt inh	GLP-1R agonist
- COc1c(OC)c2[nH]c(=O)cc3c4ccccc4n(c1=O)c23
    i	7%	-28%	2%	5%	15	-1%	i	-5%
- O=C(C[n+]1ccccc1)N/N=C/c1ccc(Br)cc1
    13%	-3%	2%	4%	22%	5	-3%	i	-3%
- O=C(COC(=O)Cc1cccs1)NCC(=O)Nc1ccc(F)cc1
    i	6%	-10%	3%	0%	12	-1%	i	9%
- CCOc1ccc(NS(=O)(=O)c2cc(C(=O)N(CC)CC(=O)NCc3cccs3)ccc2C)cc1
    i	-12%	30%	2%	-7%	-25	-7%	i	-5%
- CCOC(=O)c1ccc(NC(=O)CSc2nnc(C3CCCCC3)n2C)cc1
    -14%[57.5 µM]	?	?	0%	-24%	3	-3%	i	-1%
- CC1(C)CC(=O)C2=C(C1)Nc1cc(C(=O)c3ccccc3)ccc1NC2c1ccccn1 (configuration not stated)
    i	-2%	.	2%	-6%	-1	0%	i	0%
- CCN(CC)c1ncccc1C(=O)NCc1cccs1
    -3%[57.5 µM]	0%	-27%	0%	-6%	-11	7%	i	16%
- COc1ccccc1S(=O)(=O)N(C)C[C@H]1Oc2cc(Br)ccc2S(=O)(=O)N([C@@H](C)CO)C[C@H]1C
    i	0%	-6%	-4%	6%	?	6%	i	-1%
- O=C(CCC(=O)c1ccc(Oc2ccccc2)cc1)Nc1ccc(Cl)cc1Cl
    -13%	?	0%	8%	-9%	5	9%	i	-5%
- Nc1ncnc2c1ncn2[C@@H]1O[C@H](CNC(=O)[C@@H](N)Cc2ccc(C(=O)c3ccccc3)cc2)[C@@H](O)[C@H]1O
    -14%	21%	8%	-12%	14%	-17	-6%	i	-6%
- CC(O)(c1cccc(F)c1)c1nc(-c2cc(F)cc(F)c2)cs1 (configuration not stated)
    i	?	3%	-19%	1%	26	-93%[inhibitor]	i	10%
- Nc1nc(Cl)nc2ncn(Cc3ccccc3)c12
    i	9%	11%	1%	0%	4	-9%	i	-12%
- O=C(Nc1sc2c(c1C(=O)NCc1cccnc1)CCCC2)c1cc(=O)c2ccccc2o1
    i	4%	-9%	.	10%	.	-12%	.	.
- Cc1ccc(S(=O)(=O)N2CCN(c3ccccc3)CC2)cc1C(N)=O
    -9%	8%	10%	0%	-9%	19	2%	i	8%
- O=C(CSc1nc(-c2ccccc2)cc(=O)[nH]1)N1CCc2ccccc21
    0%[57.5 µM]	9%	-9%	-9%	6%	-14	17%	i	-12%
- CC1CN(C(=S)Nc2ccc(SC(F)F)cc2)CC(C)O1 (configuration not stated)
    -9%	-21%	0%	10%	23%	-5	5%	i	7%
- CCCn1c(N2CCOCC2)nc2c1c(=O)[nH]c(=O)n2C
    -2%	29%	-5%	9%	-20%	-6	-5%	i	-6%
- Cc1ccc(-c2nn(-c3ccccc3)cc2C2CC(c3ccccc3)=NN2C(=O)CCC(=O)O)cc1 (configuration not stated)
    -22%	-5%	28%	-3%	-20%	-10	-8%	i	5%
- COCCCNC(=S)NC1CC2CCCC(C1)N2Cc1ccco1 (configuration not stated)
    i	-4%	5%	-3%	-18%	-150*	-23%	.	2%
- NC(=O)c1cc(Cl)ccc1OCC(=O)Nc1ccc2c(c1)OCO2
    -36%[inhibitor]	-28%	9%	-11%	12%	-2	-11%	i	-6%
- COc1ccc(S(=O)(=O)N2CCCN(CC(=O)C(C)(C)C)CC2)cc1
    i	1%	12%	-1%	12%	-7	8%	i	-5%
- CN(C)S(=O)(=O)c1ccc2c(c1)C(=NO)c1cc(S(=O)(=O)N(C)C)ccc1-2
    i	38%[activator]	-40%	0%	-11%	-11	-10%	i	11%
- CCCCc1nc(SCC(=O)Nc2cccc(Cl)c2)n[nH]1
    -23%	-15%	13%	-4%	-19%	-2	2%	i	-2%
- Cc1csc(CN(C)C(=O)CC2C(=O)NCCN2Cc2ccc(Cl)c(F)c2)n1 (configuration not stated)
    i	0%	33%	-6%	-12%	-1	3%	i	1%
- Cc1ccc(S(=O)(=O)N2CCN(S(=O)(=O)N3CCC(C)CC3)CC2)c(C)c1
    -11%	13%	-7%	0%	-18%	-4	-12%	i	6%
- Cc1ccc(NC(=O)C2CCCN(S(=O)(=O)c3cccs3)C2)c(C)c1 (configuration not stated)
    i	-11%	0%	.	13%	.	-4%	.	.
- O=C(CCl)Nc1c[nH]c(=O)[nH]c1=O
    -1%	41%[activator]	1%	-1%	12%	-6	-10%	i	0%
- CC(=O)Nc1sc2c(c1C(c1cccc(F)c1)N1CCN(CCO)CC1)CCCC2 (configuration not stated)
    -20%	?	4%	-14%	2%	-61*	-14%	i	0%
- CN(CC(=O)N(C)CC(=O)Nc1c(Cl)cccc1Cl)Cc1ccccc1F
    i	-17%	9%	5%	8%	1	-5%	i	-1%
- Cc1nnc(N/N=C/C(C)c2ccccc2)[nH]c1=O (configuration not stated)
    -1%	0%	9%	-1%	-27%	9	-3%	i	1%
- COc1ccccc1CNC(=O)c1cc2sccc2n1Cc1ccc(Cl)cc1
    -13%	-3%	-33%	.	11%	.	-14%	.	1%
- CCc1nc(-c2ccccc2O)n(-c2ccccc2)n1
    i	-9%	-15%	-9%	14µM*	1	0%	i	3%
- CSc1nc(-c2ccc(Cl)cc2)nn1C(=O)c1ccco1
    -21%[57.5 µM]	54%[activator]	-12%	2%	15%	42	6%	i	-17%
- CCOc1ccc(-n2c(=O)[nH]cc(C(=O)N3CCCc4ccccc43)c2=O)cc1
    i	0%	19%	-13%	-21%	2	6%	i	-2%
- Clc1nc(CN2CCCCC2)nc2sc3c(c12)CCC3
    -22%	-15%	-2%	3%	-17%	-16	-13%	i	0%
- O=C(Nc1nccs1)C1CCN(S(=O)(=O)c2cccnc2)CC1
    i	2%	-21%	6%	19%	5	1%	i	-5%
- CCOC(=O)c1cc(-c2ccccc2)sc1NC(=O)CSc1nnc(N)s1
    -2%	41%[activator]	14%	-10%	10%[9.22 µM]	5	1%	i	12%
- Cc1c(CN(C)Cc2cn(C)nc2-c2ccccc2F)[nH]c2ccccc12
    i	?	28%	-2%	-4%	-8	-3%	i	10%
- O=c1oc2c(O)cccc2cc1-c1nc2ccccc2[nH]1
    -25%	9%	?	-14%	-27%	29	-21%	i	-1%
- Cc1cccc(-c2nc3c(cnn3-c3ccccc3)c(=O)n2-c2ccc(Br)cc2)c1
    i	?	28%	.	21%	.	?	.	.
- COc1ccc(NC(=O)c2ccc(-c3nc(CSc4ccccc4)c(C)o3)cc2)c(OC)c1
    i	16%	7%	.	-3%	.	-9%	.	.
- CC(C)C(=O)Nc1cccc(NC(=S)NC(=O)C(c2ccccc2)c2ccccc2)c1
    -16%	?	29%	0%	-10%	-22	20%	i	-2%
- Cc1cccc(C)c1NS(=O)(=O)c1c(C(=O)N2CCCCC2)c(C)n(C)c1C
    i	-8%	-7%	0%	-7%	15	5%	i	-4%
- COc1ccc(-c2cc(C)nc3c(-c4ccccc4)cnn23)cc1
    -90%[inhibitor]	?	1%	0%	-14%	0	-6%	i	-1%
- CCOC(=O)c1ccc(NC(=O)c2c(NCc3cccc(OC)c3)sc3c2CCC3)cc1
    i	17%	?	.	8%	.	0%	.	.
- CC(C)[C@H](NC(=O)c1ccccc1)C(=O)OCC(=O)/C=C1/N(C)c2ccccc2C1(C)C
    -50%	?	10%	9%	-8%	41	8%	i	-4%

Limited to Abeta yeast res, aSyn rescue and D3 antag, for 2 of the compounds above:
| molecule | Abeta yeast res | aSyn rescue | D3 antag |
| --- | --- | --- | --- |
| COc1ccc(NC(=O)c2ccc(-c3nc(CSc4ccccc4)c(C)o3)cc2)c(OC)c1 | -9% | . | . |
| O=C(Nc1nccs1)C1CCN(S(=O)(=O)c2cccnc2)CC1 | 1% | 6% | 5 |

A portion of the library. The share of hits here may be higher or lower than overall.
